EZH2 inh: EZH2/PRC2 methyltransferase inhibitors, primary screen, biochemical, DELFIA time-resolved fluorescence, single point; inhibition, % at 12.5 µM; PRC2 H3K27 methylation, DELFIA TRF, 1 h; actives 0.35% (n = 57,000); Histone-lysine N-methyltransferase EZH2 (Homo sapiens), Q15910;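 active = mean inhibition of replicates at least 50% and every single replicate also reaching 50%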;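 note: dimethyl H3K27 on biotinylated H3 21-44 peptide detected by antibody; plate controls were median neutral control wells for no effect and median positive control wells for full effect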
Target sequence (Q15910 whole entry, looked up): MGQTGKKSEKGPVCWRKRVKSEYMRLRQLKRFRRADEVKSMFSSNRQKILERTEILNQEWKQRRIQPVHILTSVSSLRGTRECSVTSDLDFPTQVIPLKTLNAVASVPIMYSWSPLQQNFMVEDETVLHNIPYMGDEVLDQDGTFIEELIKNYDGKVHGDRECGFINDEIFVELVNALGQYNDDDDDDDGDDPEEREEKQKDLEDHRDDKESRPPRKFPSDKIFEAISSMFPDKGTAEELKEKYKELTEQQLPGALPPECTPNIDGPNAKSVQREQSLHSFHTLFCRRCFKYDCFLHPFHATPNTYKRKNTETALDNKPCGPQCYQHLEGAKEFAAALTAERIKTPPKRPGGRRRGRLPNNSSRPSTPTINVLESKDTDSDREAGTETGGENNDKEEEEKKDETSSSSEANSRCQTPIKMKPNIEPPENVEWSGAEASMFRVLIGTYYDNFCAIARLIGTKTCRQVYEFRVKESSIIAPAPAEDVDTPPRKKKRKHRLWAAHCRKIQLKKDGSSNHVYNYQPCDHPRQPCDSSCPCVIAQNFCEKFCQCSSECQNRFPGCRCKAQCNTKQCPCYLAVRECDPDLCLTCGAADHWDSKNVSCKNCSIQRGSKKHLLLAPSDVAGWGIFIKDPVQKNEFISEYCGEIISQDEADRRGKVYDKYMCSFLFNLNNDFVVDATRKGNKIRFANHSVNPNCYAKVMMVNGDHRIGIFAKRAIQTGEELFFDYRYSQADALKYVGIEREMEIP
IDH1 R132H inh: inhibitors of IDH1 R132H reductase, primary screen, biochemical, plate reader, single point. diaphorase/resazurin fluorescence, 60 min. inhibition, % at 10 µM. AID 624101, 2012. actives 0.18% (n = 70,000). Isocitrate dehydrogenase [NADP] cytoplasmic (Homo sapiens), O75874; in the data active = inhibition above about 34%;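 note: 0% = DMSO and 100% = no enzyme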
* = called active by the depositor; . = no result given.

SMILES,EZH2 inh,IDH1 R132H inh
O=C(C[C@@H]1C[C@H]2c3cc(NC(=O)NC4CCCC4)ccc3O[C@H]2[C@@H](CO)O1)NCCc1ccccc1,-6.4,-0.3
COCC(=O)N(C)C[C@H]1Oc2ncc(-c3ccc(F)cc3)cc2C(=O)N([C@H](C)CO)C[C@@H]1C,-3.4,-5.6
C[C@@H]1CCCCO[C@H](CN(C)Cc2ccc(C(=O)O)cc2)[C@@H](C)CN([C@H](C)CO)C(=O)c2cc(NC(=O)c3ccncc3)ccc2O1,.,1.6
Cc1noc(C)c1S(=O)(=O)Nc1ccc2c(c1)CC(=O)N([C@H](C)CO)C[C@H](C)[C@@H](CN(C)Cc1ccccc1)O2,4.5,2.1
C[C@H](CO)N1C[C@H](C)[C@@H](CN(C)S(=O)(=O)c2cccs2)Oc2ccc(NC(=O)CCCN(C)C)cc2C1=O,.,-1.7
C[C@H]1CN([C@@H](C)CO)C(=O)c2cc(-c3cccc(C#N)c3)cnc2O[C@H]1CN(C)Cc1cncnc1,.,-0.4
C[C@H]1CN([C@@H](C)CO)C(=O)c2cc(NC(=O)CCCN(C)C)ccc2O[C@H]1CN(C)C(=O)NC1CCCCC1,-2.9,1.4
Cc1cc(NS(=O)(=O)c2ccc(NS(=O)(=O)c3cccs3)cc2)nc(C)n1,-5.4,0.0
CCCN(Cc1cc2cccc(C)c2[nH]c1=O)C(=O)c1cccc(Cl)c1,-3.8,1.9
COc1cc(S(=O)(=O)NCc2ccccn2)c(OC)cc1Cl,-8.7,1.7
CCOc1ccc2nc(SCC(=O)Nc3ccc4c(c3)OCCO4)sc2c1,23.9,-0.3
C[C@@H]1CN([C@H](C)CO)C(=O)c2cc(Br)cnc2O[C@H]1CN(C)C(=O)Nc1ccc(F)cc1,.,0.4
COc1ccc(S(=O)(=O)N(C)C[C@@H]2Oc3ccc(NC(=O)c4ccncc4)cc3C(=O)N([C@@H](C)CO)C[C@@H]2C)cc1,.,0.7
C[C@H]1CN([C@@H](C)CO)S(=O)(=O)c2ccc(Br)cc2O[C@@H]1CN(C)C,21.1,-0.2
C[C@@H]1CN([C@H](C)CO)C(=O)c2cc(NC(=O)Nc3ccccc3)ccc2O[C@@H](C)CCCCO[C@@H]1CN(C)Cc1ccccc1,.,1.5
C[C@@H]1CN([C@@H](C)CO)C(=O)c2c(c3ccccc3n2C)-c2ccccc2CO[C@H]1CN(C)C(=O)c1ccccc1,4.4,.
COc1cccc(S(=O)(=O)Nc2ccc3c(c2)OC[C@@H](C)N(Cc2ccccc2F)C[C@@H](C)[C@H](OC)CN(C)C3=O)c1,6.9,0.4
C[C@H]1CN([C@@H](C)CO)S(=O)(=O)c2ccc(/C=C/c3ccccc3)cc2O[C@@H]1CN(C)C(=O)c1ccccc1,.,0.2
COc1ccc(NC(=O)N(C)C[C@H]2OCCCC[C@@H](C)Oc3ccc(NS(=O)(=O)c4cccs4)cc3C(=O)N([C@@H](C)CO)C[C@H]2C)cc1,.,-0.2
CCC(=O)N1C[C@H](C)[C@@H](OC)CN(C)C(=O)c2ccc(NC(=O)c3cc(C)on3)cc2OC[C@@H]1C,6.1,.
COc1ccc(CN(C)C[C@H]2Oc3c(NC(=O)Nc4ccc(OC)cc4)cccc3C(=O)N([C@H](C)CO)C[C@@H]2C)cc1,.,-0.6
C[C@H](CO)N1C[C@H](C)[C@H](CN(C)Cc2ccc(-c3ccccc3)cc2)Oc2ccc(NS(=O)(=O)c3cccs3)cc2C1=O,25.3,0.2
O=C(NCc1ccco1)c1ccccc1NC(=O)C1CC(=O)N(c2ccc(Cl)cc2)C1 (stereo not drawn),-8.4,0.1
O=C(C[C@@H]1C[C@H]2c3cc(NC(=O)Nc4ccccc4F)ccc3O[C@H]2[C@@H](CO)O1)NCCc1ccccc1,-21.1,0.1
COc1cccc(-c2cnc3c(c2)C(=O)N([C@@H](C)CO)C[C@H](C)[C@@H](CN(C)Cc2cccnc2)O3)c1,-4.1,-0.4
O=C(C[C@@H]1C[C@@H]2c3cc(NS(=O)(=O)c4ccccc4)ccc3O[C@@H]2[C@@H](CO)O1)NC1CCCCC1,11.1,-0.2
COc1ccc(C(=O)NCCn2cc(SCC(=O)N3CCCCC3)c3ccccc32)cc1,.,-2.1
CC1(C)COC(CCC/C=N/NC(=O)CCCCCCC(=O)Nc2ccccc2O)OC1,-31.3,.
CO[C@@H]1CN(C)C(=O)c2ccc(NC(=O)C3CC3)cc2OC[C@H](C)N(Cc2ccc(F)cc2)C[C@@H]1C,-8.1,-0.3
C[C@@H]1CN([C@H](C)CO)C(=O)Cc2cc(NC(=O)CCC(F)(F)F)ccc2O[C@@H]1CN(C)C,-3.7,3.0

The closing 4 compounds of the section before are carried over, then new ones follow.
SMILES,EZH2 inh,IDH1 R132H inh
COc1ccc(C(=O)NCCn2cc(SCC(=O)N3CCCCC3)c3ccccc32)cc1,.,-2.1
CC1(C)COC(CCC/C=N/NC(=O)CCCCCCC(=O)Nc2ccccc2O)OC1,-31.3,.
CO[C@@H]1CN(C)C(=O)c2ccc(NC(=O)C3CC3)cc2OC[C@H](C)N(Cc2ccc(F)cc2)C[C@@H]1C,-8.1,-0.3
C[C@@H]1CN([C@H](C)CO)C(=O)Cc2cc(NC(=O)CCC(F)(F)F)ccc2O[C@@H]1CN(C)C,-3.7,3.0
COc1ccc(S(=O)(=O)Nc2ccc3c(c2)C(=O)N([C@@H](C)CO)C[C@@H](C)[C@@H](CN(C)C(=O)Nc2c(C)noc2C)O3)cc1,.,-2.6
O=C(Cc1ccncc1)NCC[C@@H]1CC[C@H](NC(=O)C2CCCC2)[C@H](CO)O1,-4.5,0.2
O=C(C[C@H]1CC[C@@H](NC(=O)Nc2cc(F)ccc2F)[C@H](CO)O1)NCc1ccccn1,-7.1,-0.1
Cc1noc(C)c1NC(=O)Nc1cccc2c1O[C@@H](CN(C)Cc1ccc(C(F)(F)F)cc1)[C@@H](C)CN([C@H](C)CO)C2=O,0.7,1.2
COc1ccc(NC(=O)Nc2ccc3c(c2)CC(=O)N([C@H](C)CO)C[C@@H](C)[C@H](CN(C)Cc2ccc(-c4ccccc4)cc2)O3)cc1,.,-2.1
Cc1ccc(S(=O)(=O)N[C@@H]2CC[C@@H](CCNC(=O)C3CCOCC3)O[C@H]2CO)cc1,1.4,0.1
CCCC#Cc1cnc2c(c1)C(=O)N([C@@H](C)CO)C[C@H](C)[C@@H](CN(C)Cc1ccncc1)O2,13.9,-0.3
Cc1cc(C)nc(/N=C2\NC(=O)CC(C(=O)O)N2c2cccc(C(F)(F)F)c2)n1 (stereo not drawn),-13.3,0.0
O=C(C[C@@H]1C[C@H]2c3cc(NS(=O)(=O)c4ccccc4)ccc3O[C@H]2[C@@H](CO)O1)N1CCOCC1,-0.5,0.0
C[C@@H]1CN([C@H](C)CO)C(=O)c2cc(NC(=O)C3CC3)ccc2O[C@H]1CN(C)Cc1ccc(Oc2ccccc2)cc1,1.5,0.4
C[C@@H]1CN([C@H](C)CO)C(=O)c2cc(C3=CCCC3)cnc2O[C@H]1CN(C)C(=O)c1ccc2c(c1)OCO2,-2.6,-3.7
C[C@H]1CN([C@@H](C)CO)C(=O)c2cc(-c3ccccc3)cnc2O[C@H]1CN(C)C(=O)Nc1ccccc1F,4.1,-3.7
CO[C@H]1CN(C)C(=O)c2cc(NC(C)=O)ccc2OC[C@H](C)N(Cc2ccc(F)cc2)C[C@@H]1C,-0.9,0.4
COCCNS(=O)(=O)c1cc([N+](=O)[O-])ccc1C,-0.2,0.2
Cc1noc(C)c1NC(=O)N(C)C[C@H]1Oc2ncc(C#CC(C)C)cc2C(=O)N([C@@H](C)CO)C[C@H]1C,-10.4,1.4
O=C(Cc1ccccn1)NCC[C@@H]1CC[C@@H](NC(=O)Nc2ccc(C(F)(F)F)cc2)[C@@H](CO)O1,-12.6,0.2
CCOC(=O)C1CCCCN1Cc1cccc(OC)c1OC (stereo not drawn),-16.7,-0.7
C[C@H](CO)N1C[C@H](C)[C@H](CN(C)Cc2cncnc2)Oc2cc(C#CC3CCCC3)ccc2S1(=O)=O,-4.8,0.0
Cc1cc(C#N)c2c(C)ccc(C(C)C)cc1-2,29.4,0.9
Cc1ccc(S(=O)(=O)Nc2ccc3c(c2)C(=O)N([C@H](C)CO)C[C@@H](C)[C@@H](CN(C)C)OCCCC[C@H](C)O3)cc1,9.3,.
NCCCC[C@H](N)C(=O)N[C@@H](Cc1ccccc1)C(=O)N[C@@H](Cc1ccc(O)cc1)C(=O)O,-0.3,-2.1
COc1cccc(OC)c1C(=O)Nc1cccc(-c2nc3ncccc3o2)c1,.,1.8
NC(N)=NCc1cccc(I)c1,3.2,0.5
Cc1ccc(S(=O)(=O)Nc2ccc3c(c2)C(=O)N([C@@H](C)CO)C[C@@H](C)[C@@H](CN(C)Cc2ccc(C(=O)O)cc2)O3)cc1,.,-0.6
C[C@@H]1CCCCO[C@@H](CN(C)C(=O)CCCN(C)C)[C@H](C)CN([C@@H](C)CO)C(=O)c2cc(NC(=O)c3ccncc3)ccc2O1,.,1.6
C[C@@H]1CCCCO[C@H](CN(C)S(=O)(=O)c2ccccc2)[C@H](C)CN([C@H](C)CO)C(=O)c2cc(NC(=O)Nc3cccc4ccccc34)ccc2O1,.,2.4
CO[C@@H]1CN(C)C(=O)c2ccc(NC(=O)C3CCCCC3)cc2OC[C@H](C)N(C)C[C@H]1C,-0.6,0.2
COc1ccc(NC(=O)N(C)C[C@H]2Oc3c(NS(=O)(=O)c4cccs4)cccc3C(=O)N([C@@H](C)CO)C[C@@H]2C)cc1,.,-0.4
CC(C)NC(=O)N(C)C[C@@H]1OCCCC[C@@H](C)Oc2ccc(NC(=O)CCC(F)(F)F)cc2C(=O)N([C@H](C)CO)C[C@@H]1C,1.3,1.9
C[C@H](CO)N1C[C@H](C)[C@H](CN(C)S(=O)(=O)c2ccc(Cl)cc2)Oc2ccc(NC(=O)C3CC3)cc2C1=O,.,0.2
c1ccc2c(c1)CCCC2C1=NCCN1 (stereo not drawn),.,-1.8
O=C(NO)c1ccc(C(=O)N/N=C/c2ccc[nH]2)cc1,4.0,.
C=C[C@@]1(C)C[C@@]2(OC[C@@]3(C)O[C@@H]23)Oc2c1c(=O)oc1cccc(C)c21,-5.3,0.6
C[C@@H]1CN([C@H](C)CO)C(=O)c2cccc(NC(=O)c3nc4ccccc4s3)c2O[C@@H]1CN(C)CC1CC1,1.6,0.9
CCCC#Cc1cnc2c(c1)C(=O)N([C@H](C)CO)C[C@H](C)[C@H](CN(C)C(=O)Nc1ccccc1OC)O2,0.7,.
C[C@H]1CN([C@@H](C)CO)C(=O)Cc2cc(NS(=O)(=O)c3cn(C)cn3)ccc2O[C@H]1CN(C)Cc1ccccc1,3.6,4.2
CC1(C)C=Cc2c(cc3occ(-c4ccc5c(c4)OCO5)c(=O)c3c2O)O1,.,1.0
COC(=O)c1ccccc1NC(=O)CSc1nnc(-c2cccnc2)n1-c1ccccc1,-4.7,0.9
CC(C(=O)NC1CCCCC1)N(c1ccc(Cl)cc1)S(C)(=O)=O (stereo not drawn),4.8,0.4
C[C@H](CO)N1C[C@H](C)[C@@H](CN(C)C(=O)Nc2ccc3c(c2)OCO3)OCCCC[C@H](C)Oc2ccc(NC(=O)Nc3ccc4c(c3)OCO4)cc2C1=O,.,0.9
COc1ccc(OC)c(C(=O)c2ccc(C(=O)NCc3nc(-c4ccccc4)cs3)cc2)c1,.,-0.2
CO[C@@H]1CN(C)C(=O)c2cc(NC(=O)C3CC3)ccc2OC[C@@H](C)N(C(=O)Nc2ccc(C(F)(F)F)cc2)C[C@H]1C,-4.0,0.8
CC(C)NC(=O)N(C)C[C@H]1Oc2ccc(NC(=O)C3CC3)cc2CC(=O)N([C@H](C)CO)C[C@@H]1C,10.4,0.9
CO[C@H]1CN(C)C(=O)c2cc(NC(=O)C3CCOCC3)ccc2OC[C@H](C)NC[C@@H]1C,-0.9,0.4
CCC(=O)N(C)C[C@@H]1Oc2ncc(-c3ccc(C)cc3)cc2C(=O)N([C@@H](C)CO)C[C@H]1C,6.4,-6.6
CNC[C@H]1Oc2ccc(NC(=O)Nc3ccccc3)cc2C(=O)N([C@H](C)CO)C[C@H]1C,-12.3,0.6
O=c1c2c(nc(NCCCO)n1Cc1ccccc1)-c1ccccc1CC21CCCC1,-9.3,-0.3
Cc1noc(C)c1NC(=O)Nc1ccc2c(c1)CC(=O)N([C@H](C)CO)C[C@@H](C)[C@H](CN(C)Cc1ccncc1)O2,-1.3,-5.3
C[C@@H]1CN([C@H](C)CO)C(=O)c2cc(NC(=O)Cc3cn(C)c4ccccc34)ccc2O[C@H]1CN(C)Cc1ccncc1,-3.6,-44.8
C[C@H](CO)N1C[C@H](C)[C@H](CN(C)C)Oc2cc(C#CC(C)(C)O)ccc2S1(=O)=O,31.2,-5.5
C[C@H]1CN([C@@H](C)CO)C(=O)c2cc(C#Cc3ccccc3)cnc2O[C@H]1CN(C)C(=O)c1ccccc1,.,-0.3
CCOc1ccc(-c2nc(C#N)c(NCCCN(CC)CC)o2)cc1,-17.2,-0.1
CCn1c(=O)n(C2=C(CO)CN(CC3CCCCCCC3)CC2)c2ccccc21,-2.4,-0.2

A portion of the library; rates above refer to the full screens.
